Screens (PubChem BioAssay)
Kir21 block = inhibitors of mouse Kir2.1 inward-rectifier potassium channel. HEK293-Kir2.1, FluxOR thallium flux fluorescence; hits give low values. AID 1672, 2009. Inward rectifier potassium channel 2 (Mus musculus), P35561. hit rate 0.85% among 310,000. B-score at 10 µM;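 active = fluorescence ratio B-score at or below minus 3 SD of library scores, with starting-brightness B-score within 2 SD, cut at about -4.2 in these data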;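 also: channel flux triggered by added potassium and thallium sulfate stimulus; B-score of peak minus minimum fluorescence over baseline after thallium stimulus; more negative B-score means stronger Kir2.1 block with less thallium influx; some compounds called inactive have numbers as strong as hits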
Target sequence (P35561 whole entry, looked up): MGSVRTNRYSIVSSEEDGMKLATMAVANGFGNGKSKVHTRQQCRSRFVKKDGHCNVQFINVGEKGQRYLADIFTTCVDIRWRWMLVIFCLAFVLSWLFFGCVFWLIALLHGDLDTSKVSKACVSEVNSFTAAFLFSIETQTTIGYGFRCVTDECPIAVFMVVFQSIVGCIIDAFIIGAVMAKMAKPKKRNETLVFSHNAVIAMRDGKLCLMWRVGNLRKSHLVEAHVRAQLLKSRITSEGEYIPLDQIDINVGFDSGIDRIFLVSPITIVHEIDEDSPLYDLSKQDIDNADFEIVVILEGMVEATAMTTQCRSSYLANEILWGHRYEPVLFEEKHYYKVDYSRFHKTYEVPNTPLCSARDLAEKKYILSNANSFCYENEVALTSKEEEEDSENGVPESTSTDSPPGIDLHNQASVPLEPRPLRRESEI
KCNQ2 inh = KCNQ2 potassium channel inhibitors, primary screen, cell-based, CHO-K1, FluxOR thallium flux, B-score (AID 2156) | 20 min; hits give low values | hit rate 1.1% among 310,000 | Potassium voltage-gated channel subfamily KQT member 2 (Rattus norvegicus), O88943 | B-score at 10 µM;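 active = fluorescence ratio B-score at most minus 3 library SDs, with starting brightness B-score within 2 library SDs, cut at about -5.5 in these data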
* marks the source's active call; other numbers are inactive results; i = inactive.

SMILES	Kir21 block	KCNQ2 inh
COc1cc(-c2nc3cnccn3c2Nc2ccc(C(C)C)cc2)ccc1O	-0.11	i
CCNS(=O)(=O)c1ccc(CCC(=O)N2CCC(C)CC2)cc1	-0.22	i
COC(=O)c1c(-c2ccccc2)c[nH]c1C	0.65	i
CCN(CC)CCNC(=O)c1ccc(Sc2ccc(C)cc2)c(NC(C)=O)c1	-0.37	i
O=C1c2ccccc2C(=O)N1CCn1nc(Cl)nc1Cl	0	i
NC(=S)NN=C(c1ccccc1)c1ccccc1	0.67	i
CCCOC(=O)c1ccc(NC(=O)C(=O)NCC2CCCO2)cc1 (stereo unspecified)	0.39	i
CC(=O)Nc1cccc(-c2nnc(SCc3ccccc3C#N)n2C)c1	0.12	i
CC(C)n1c(N2CCN(C(=O)c3cccs3)CC2)nc2ccccc21	-1.5	i
Cc1ccc(C)c(N2CCN(S(=O)(=O)c3ccc4c(c3)oc(=O)n4C)CC2)c1	0.66	i
COc1ccc(N(CC(=O)N/N=C/c2ccc(N(C)C)cc2)S(=O)(=O)c2ccccc2)cc1	0.39	i
COc1ccc(NC(=O)NC(C)c2ccc3c(c2)OCO3)c(OC)c1 (stereo unspecified)	-0.53	i
CCCCn1nnc(NC(=O)c2ccc(-c3ccccc3)cc2)n1	-1.2	i
COc1ccc(N(C(=O)C2COc3ccccc3O2)C(C(=O)NC2CCCCC2)c2ccccc2)cc1OC (stereo unspecified)	0.05	i
CCn1c(SCC(=O)N2CCOCC2)nc2c([nH]c3ccccc32)c1=O	0.66	i

Brought forward from above: 3 entries, followed by the next part.
SMILES	Kir21 block	KCNQ2 inh
CCCCn1nnc(NC(=O)c2ccc(-c3ccccc3)cc2)n1	-1.2	i
COc1ccc(N(C(=O)C2COc3ccccc3O2)C(C(=O)NC2CCCCC2)c2ccccc2)cc1OC (stereo unspecified)	0.05	i
CCn1c(SCC(=O)N2CCOCC2)nc2c([nH]c3ccccc32)c1=O	0.66	i
C/C(=N\NC(=O)Cc1ccc(Cl)cc1)c1ccccn1	1.3	i
O=C(N/N=C\C=C\c1ccc2c(c1)OCO2)c1cccnc1	-0.03	i
CC(C(=O)NCC1(c2ccccc2)CCOCC1)N1CCOCC1 (stereo unspecified)	-0.15	i
Cc1cc(/C=C(\C#N)C(=O)Nc2ccccc2)c(C)n1-c1ccc2c(c1)OCO2	-0.01	i
NS(=O)(=O)c1ccc(NC(=O)C2(c3ccccc3)CCCC2)cc1	2.6	i
CCC1(c2ccccc2)NC(=O)N(CC#N)C1=O (stereo unspecified)	-0.45	i
CCN(CC)S(=O)(=O)c1cc(C)ccc1SC	-3	i
Cc1oc2nc(SCCCC(=O)NCCO)nc(N)c2c1C	-4.5	i
COc1ccc(OC)c(NC(=S)NCc2ccccc2OC)c1	-4.1	i
CCCN(CCC)S(=O)(=O)c1ccc(C)cc1	-2.8	i
CCOc1ccc(C(=O)NCC(=O)OCC(=O)N2CCCCC2)cc1	1.8	i
c1coc(Cn2c(SCc3nc4ccccc4[nH]3)nnc2-c2cnccn2)c1	-2.2	i
O=C(OCc1ccc([N+](=O)[O-])cc1)c1ccc(N2CCCC2)c([N+](=O)[O-])c1	0.62	i
Cc1cc(CNC(=O)C2(C(F)(F)F)C/C(=C\Cc3ccccc3)CCCO2)nn1C (stereo unspecified)	-2.3	i
COc1cccc(NC(=O)CSc2ccc3nnc(CCNC(=O)c4ccccc4)n3n2)c1	-1.4	i

Retrieved by compound from the entries so far:
SMILES	Kir21 block	KCNQ2 inh
COc1cccc(NC(=O)CSc2ccc3nnc(CCNC(=O)c4ccccc4)n3n2)c1	-1.4	i
Cc1oc2nc(SCCCC(=O)NCCO)nc(N)c2c1C	-4.5	i
COc1ccc(OC)c(NC(=S)NCc2ccccc2OC)c1	-4.1	i

2 of these compounds, set out differently.
Fields – Kir21 block, KCNQ2 inh
CCOc1ccc(C(=O)NCC(=O)OCC(=O)N2CCCCC2)cc1
 : 1.8, i
c1coc(Cn2c(SCc3nc4ccccc4[nH]3)nnc2-c2cnccn2)c1
 : -2.2, i

More results follow:
SMILES	Kir21 block	KCNQ2 inh
COC1CCN(Cc2c(C(=O)N3CCc4ccccc4C3)nc3ccc(Cl)cn23)CC1	1.2	i
C=CCSC1=C(C#N)C(c2cccc(OC)c2)CC(=O)N1 (stereo unspecified)	0.08	i
COc1ccc(CCNC(=O)Cc2ccc3c(c2)OCO3)cc1OC	-1	i
CSc1nc(N)nc(SCC(=O)c2ccc(C)cc2)c1C#N	0.92	i
COc1ccc(CNC(=O)C(c2ccc(C)cc2)N(Cc2cccs2)C(=O)c2ccc3c(c2)OCCO3)cc1 (stereo unspecified)	0.72	i
CN(C)CCOC(=O)c1ccc2[nH]c3c(c2c1)CSCC3	1.7	i
O=C(NCc1ccccc1)c1ccc(CN(c2ccccn2)S(=O)(=O)c2ccccc2)cc1	-0.11	i
Cc1sc(-c2c(C#N)c(N)nc3c2CCCCCC3)cc1[N+](=O)[O-]	0.7	i
CC(C)(C)OC(=O)NNC(=O)C12CC3CC(CC(C3)C1)C2	3.2	i
O=C(c1ccc(C(F)(F)F)cc1)N1CCN(S(=O)(=O)c2ccc3c(c2)OCCCO3)CC1	-0.4	i
O=C(Nc1ccc(NC(=O)c2cc([N+](=O)[O-])ccc2N2CCOCC2)cc1)c1cccs1	-0.46	i
O=S(=O)(Cc1ccccc1)N1CCN(C2Cc3ccccc3C2)CC1	1.7	i
CCn1ccnc1CN1CCc2c([nH]c3ccccc23)C1CC(C)C (stereo unspecified)	-0.85	i
CCOc1ccc(/C=N/OCC(=O)NC(c2ccccc2)c2ccccc2)cc1	-1.9	i
COCCn1c(=O)[nH]c2cc(C(=O)N3CCN(c4cccc(C(F)(F)F)c4)CC3)ccc2c1=O	1.3	i
Cc1ccccc1C1NC(c2ccccc2C)C([N+](=O)[O-])C(C)(C)C1[N+](=O)[O-] (stereo unspecified)	0	i
O=S1(=O)CCOC[C@H](Cc2ccccc2)N1Cc1ccc(F)cc1	-3.4	i
CC(=O)Nc1nc(C2COc3ccccc3O2)cs1 (stereo unspecified)	1.9	i
Cc1cc(C)nc(SCc2csc(N)n2)n1	-1.5	i
CCC(Sc1nc(C)cc(=O)[nH]1)C(=O)Nc1ccc(Cl)cn1 (stereo unspecified)	1.9	i
CN(C)c1nc(SCCOC(=O)COc2ccc(Cl)cc2Cl)nc(N(C)C)n1	0.26	i
CC(C)(C)n1nnnc1C(c1cccs1)N(Cc1cccnc1)Cc1ccccc1Cl (stereo unspecified)	-0.06	-6.2*
Cc1ccc(COc2ccccc2-c2cc(C(=O)N/N=C/c3cccnc3)[nH]n2)cc1	-1.7	i
Nc1nc2n(n1)C(=O)CC(c1ccc(Cl)cc1)N2 (stereo unspecified)	-0.78	i
O=C(NC1CCCc2ccccc21)c1ccc(Br)cc1 (stereo unspecified)	-1.1	i
Cc1[nH]n(C2=NCCS2)c(=O)c1N=Nc1cccc(C(F)(F)F)c1	0.66	i
CCOC(=O)C1CCN(Cc2ccc(F)c(F)c2)CC1	-0.97	i
C/C(=N\NC(=O)c1ccc(CN2CCOCC2)cc1)c1ccc(NC(=O)c2ccccc2)cc1	2.2	i
CCOC(=O)N1CCC(NC(=O)c2cn(-c3ccc(OC)cc3)c(=O)c3ccccc23)CC1	2.1	i
CCCCCC(/C=N/Nc1ccc(S(=O)(=O)N2CCOCC2)cc1[N+](=O)[O-])=C\c1ccccc1	0.13	i
Cc1cc(NCCOCCO)n2c(nc3ccccc32)c1C#N	-0.1	i
CCOc1ccc(NC(=O)c2ccccc2NC(=O)c2cccnc2)cc1	1.9	i
NC1=NC(=O)C2(COC(c3cccc([N+](=O)[O-])c3)OC2)S1 (stereo unspecified)	1.2	i
Cc1ccc(OCC(=O)NCCN2CCCC2)cc1	0.28	i
NS(=O)(=O)c1ccc(CCNCc2cc(Cl)ccc2OCc2ccccc2)cc1	-0.01	i
CSc1ccc(S(=O)(=O)NCC(=O)OCC(=O)N2CCCC2=O)cc1[N+](=O)[O-]	0.82	i
Cc1[nH]c2ccccc2c1/C=N/NC(=O)CNC(=O)c1ccccc1	1.6	i
Cc1c(O)ccoc1=O	-0.27	i
COC(=O)c1cc(OC)c(OC)cc1NC(=S)N1CCCC1	-0.45	i
CC1CCCCN1S(=O)(=O)c1ccc(S(=O)(=O)N2CCN(C)CC2)cc1 (stereo unspecified)	-1	i
CC1(C)Nc2ccccc2C(=O)N1c1ccccc1	-0.09	i
O=C(Nc1c2c(nc3ccccc13)CCCC2)c1ccccc1Cl	0.22	i
CN(CCO)CCC(=O)NC1(C)CS(=O)(=O)CC1S(=O)(=O)O (stereo unspecified)	-0.82	i
O=C(O)C1C2CCC(C2)C1C(=O)NCc1ccccn1 (stereo unspecified)	1.1	i
C=CCNC(=O)c1ccc(-c2nc(-c3ccccc3)cs2)cc1	1.8	i

A different layout for some results above:
Values run as follows: Kir21 block | KCNQ2 inh
O=C(Nc1c2c(nc3ccccc13)CCCC2)c1ccccc1Cl
    0.22 | i
CN(CCO)CCC(=O)NC1(C)CS(=O)(=O)CC1S(=O)(=O)O (stereo unspecified)
    -0.82 | i

Further compounds follow.
SMILES	Kir21 block	KCNQ2 inh
O=C(NCc1ccc2c(c1)OCO2)C1CCC(=O)N1C1CCCC1 (stereo unspecified)	1.3	i
CCC(C)N(CC(=O)Nc1cccc(C)c1C)C(=O)CCl (stereo unspecified)	0.08	i
COC(=O)c1c(C(=O)OC)c(-c2ccc(C)cc2)n2c1CS(=O)C2 (stereo unspecified)	0.32	i
O=C(Nc1ccc(N2CCOCC2)cc1)C1CC(=O)N(c2ccc(Cl)cc2)C1 (stereo unspecified)	1.1	i
CCOCCOc1nc2c(c(=O)n(C)c(=O)n2C)n1CCc1ccccc1	-1.4	i
COCCn1c(SCc2cc(C(C)=O)ccc2OC)nc2cc(Cl)ccc2c1=O	-0.83	i
O=C(CCN1CCOCC1)NNC(=O)Nc1cccc(C(F)(F)F)c1	0.48	i
C=C(C)CN1CCN(c2ccc(N3C(=O)CCCC3=O)cc2[N+](=O)[O-])CC1	-0.31	i
Cc1ccc2c(c1)C=CC(C)(C)S2=O (stereo unspecified)	0.9	i
CCOC(=O)NC(NCc1ccccc1Cl)(C(F)(F)F)C(F)(F)F	-0.76	i
CC/S(C)=N/S(=O)(=O)c1ccc(C)cc1 (stereo unspecified)	0.95	i
NCCCNC(=O)c1ccc(/C=N/O)nc1	-0.43	i
CC(C)CN1CCC(=O)N([C@H](COc2ccccc2)Cc2ccccc2)CC1	-0.04	i
COc1cc(/C=N/OCC(=O)Nc2cc(C)on2)ccc1OCc1ccccc1	-0.45	i
Cc1cccc(NC(=O)c2cc3ccccc3oc2=O)c1	0.1	i
COc1ccccc1N1CCN(C(=S)Nc2ccccc2)CC1	0.7	i
Cc1ccc(CN(CC(O)COc2cccc3[nH]cc(C)c23)C(C)(C)C)cc1 (stereo unspecified)	-1.9	-6.7*
NCCCC[C@H]1CNC(=O)C(=O)N1CCc1cc(C(F)(F)F)cc(C(F)(F)F)c1	1.1	i
CCOC(=O)C1CCCN(Cc2nc(C3CC3)no2)C1 (stereo unspecified)	0.27	i
COc1ccc(CS(=O)(=O)c2ncn[nH]2)cc1	-0.11	i
Cn1c(CN2CCCC2)nc2cc(NC(=O)C3CCCCC3)ccc21	0.68	i
Cc1ccccc1-n1ncc2c1CC(C)(C)CC2NC(=O)C1=CC(=O)CC(C)(C)O1 (stereo unspecified)	0.84	i
Cc1cccc(/C=N/n2c(C)nnc2C)c1	-0.75	i
CCCCN1CC(O)=C(c2nc(-c3ccc(Cl)cc3)cs2)C1=N	0.07	i
c1ccc(Cn2nnnc2CN2CCN(c3ncccn3)CC2)cc1	-2	i
O=C(COc1ccc(Br)cc1)Nc1ccc(C(=O)Nc2ccccc2C(=O)O)cc1	0.41	i
COc1ccc(C(=O)Nc2ccccc2C(N)=O)cc1	0.3	i
N#C[C@H]1C2OC2c2ccccc2N1C(=O)c1ccccc1 (stereo partly specified)	0.82	i
CCc1ccc(C(=O)CSc2ncn[nH]2)cc1	0.78	i
CC(=O)c1c(C)[nH]c(C(=O)N2c3ccccc3CC2C)c1C (stereo unspecified)	-1.8	i
CC(=O)c1cccc(OCC(O)CNCCOc2ccc(C)cc2)c1 (stereo unspecified)	-2.2	i
Cc1cccc(Oc2ncnc(N)c2[N+](=O)[O-])c1C	-0.68	i
CCOC(=O)C1CCCN(C(=O)c2cc(-c3ccc(F)cc3)nc3ccccc23)C1 (stereo unspecified)	0.43	i
O=C(NCC(=O)N(Cc1cccs1)C(C(=O)NC1CCCC1)c1cccnc1)c1ccco1 (stereo unspecified)	-0.02	i
CCC(=O)Nc1nnc(CSCc2ccc(F)cc2)s1	-0.79	i
O=C(O)c1ccc(N2Cc3ccccc3C2)cc1O	1.5	i
S=C(NCCc1ccccc1)N1CCN(Cc2ccccc2)CC1	1.1	i
O=C(O)c1ccc2nc(-c3ccco3)c(-c3ccco3)nc2c1	-3.5	i
Cc1ccccc1NC(=S)N(Cc1cccs1)C1CCCC1	-0.31	i
O=C(NCc1ccc2c(c1)OCO2)c1cccnc1Cl	0.4	i
COc1ccc(NC(=O)CN(C)C(=O)c2ccc(NS(=O)(=O)c3ccc4[nH]c(=O)[nH]c4c3)cc2)cc1	-1	i
O=c1[nH]nc(SCc2ccccc2Cl)n1-c1ccc2c(c1)OCCO2	-0.46	i
Cc1ccc(NC(=O)c2cc(-c3cccs3)on2)cc1C	1.3	i
Cc1ccc(N2CCN(C(=O)c3ccccc3NC(=O)C3CC=CCC3C(=O)O)CC2)cc1 (stereo unspecified)	0.01	i
